Source: PubChem (several laboratories)
Arrestin-AP2 inh – inhibitors of human beta-arrestin and AP2 interaction; FITC-arrestin peptide / GST-AP2 beads, flow cytometry; AP2 beta2 appendage carries R879A mutation; actives 0.31% (n = 340,000); inhibition, % at 10 µM;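 active means inhibition above a set limit, near 3 SD of compounds lacking own fluorescence, cut at about 54% in these data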;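 further: plate controls were DMSO wells for no effect and 5 µM unlabelled arrestin peptide for full effect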
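Material – GST-tagged AP2 beta2-adaptin appendage (R879A) on 4 µm glutathione beads · Probe or stimulus – fluorescein-tagged arrestin peptide at 50 nM final · Timing – 12 min plus 1 h, RT · Detection – bead flow cytometry, FITC channel · Read-out basis – inhibition as reduced fluorescein signal on beads, percent · Medium – PBS plus Tween 20 (0.05%) and BSA (0.1%)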
PKA-R1A act – PKA-R1A complex activation; PKA-R1A dissociation, Cy5-IP20 fluorescence polarization; scaled: DMSO 0%, 113 µM cGMP 100%; activation, % at 11.4 µM; actives 0.083% (n = 340,000); AID 504707;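 active means percent activation above the mean of all tested compounds plus 3 SD, cut at about 19% in these data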;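 further: higher means more PKAc released from R1A so a rise in polarization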
HTR5A ag – counter-screen for OPRM1-OPRD1 agonists: human HTR5A agonism. HTR5A agonist assay, luminescence, cell-based. activation, % at 9.3 µM. actives 0.61% (n = 340,000). AID 504692; in the data active means activation mostly above about 9.5%, no sharp cut-off; inactive means mostly below about 7.6%;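 further: 0% = cells with vehicle only and 100% = reference agonist; strong numbers were not always called active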
DAGLB inhibitor – diacylglycerol lipase beta (human) inhibition | Q8NCG7 | HEK293T DAGLB membrane lysate, EnzChek fluorogenic substrate | actives 0.059% (n = 340,000) | inhibition, % at 5.17 µM | AID 504411; in the data active means inhibition above about 34%;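 further: 0% = enzyme with vehicle and 100% = wells lacking enzyme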
PKA-R2B activ – activators of human PKA-R2B complex | P22694+P31323 | actives 0.079% (n = 340,000) | activation, % at 11.4 µM | PKA-R2B holoenzyme dissociation, Cy5-IP20 fluorescence polarization; R2B truncated from residue 108, S112A mutant; 0% DMSO only, 100% 113 µM cGMP;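 active means activation above a cutoff set at the mean over all compounds plus 3 SD, cut at about 18% in these data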;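 further: higher means more holoenzyme dissociation and a rise in polarization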
Pemphigus Ab inh – human desmoglein-3 autoantibody binding inhibition; DSG3-coupled beads, scFv-anti-DSG3-GFP binding, flow cytometry; active compounds read low; binding (percent of control), % at 10 µM; actives 0.48% (n = 310,000);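 active means binding more than 3 SD below its plate's average and above zero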;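 further: hits lower antibody fragment binding to DSG3; some compounds called inactive have numbers as strong as hits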
Target sequence (P32926 whole entry, looked up, the tested form may be a part): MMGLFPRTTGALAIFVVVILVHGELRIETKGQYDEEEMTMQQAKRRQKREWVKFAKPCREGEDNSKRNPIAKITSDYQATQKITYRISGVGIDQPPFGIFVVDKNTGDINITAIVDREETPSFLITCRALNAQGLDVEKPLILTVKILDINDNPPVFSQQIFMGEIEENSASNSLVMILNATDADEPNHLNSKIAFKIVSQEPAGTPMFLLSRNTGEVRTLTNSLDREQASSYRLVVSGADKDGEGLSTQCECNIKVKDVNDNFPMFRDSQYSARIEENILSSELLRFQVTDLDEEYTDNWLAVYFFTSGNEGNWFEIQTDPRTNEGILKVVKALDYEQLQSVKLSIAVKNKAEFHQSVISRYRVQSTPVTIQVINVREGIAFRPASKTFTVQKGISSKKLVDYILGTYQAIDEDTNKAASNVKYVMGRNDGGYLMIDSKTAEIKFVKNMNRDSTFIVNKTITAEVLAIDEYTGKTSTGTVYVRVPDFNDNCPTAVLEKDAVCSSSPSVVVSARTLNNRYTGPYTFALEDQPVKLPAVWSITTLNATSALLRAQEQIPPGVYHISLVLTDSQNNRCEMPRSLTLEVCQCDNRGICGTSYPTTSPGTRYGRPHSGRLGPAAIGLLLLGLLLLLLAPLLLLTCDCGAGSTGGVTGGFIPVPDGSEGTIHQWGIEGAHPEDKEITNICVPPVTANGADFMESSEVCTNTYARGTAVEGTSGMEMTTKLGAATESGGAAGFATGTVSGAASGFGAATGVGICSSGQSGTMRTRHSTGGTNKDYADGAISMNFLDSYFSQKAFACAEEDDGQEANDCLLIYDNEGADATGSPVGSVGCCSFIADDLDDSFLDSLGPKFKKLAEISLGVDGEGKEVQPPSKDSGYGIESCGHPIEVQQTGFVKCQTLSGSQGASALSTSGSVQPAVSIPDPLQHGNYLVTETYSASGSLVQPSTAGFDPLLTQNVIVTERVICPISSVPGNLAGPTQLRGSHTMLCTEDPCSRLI
MOR-DOR inv ag – inverse agonist of human OPRM1-OPRD1 heterodimerization; cell-based MOR-DOR heterodimer luminescence, inverse agonism; inhibition, % at 9.3 µM; actives 0.21% (n = 340,000); in the data active means inhibition above about 22%, passing the limit was not always enough;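 further: 0% = cells with DMSO and 100% = wells without cells with DMSO; values of inactives mirror those of a sister screen read the other way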
OPRM1-OPRD1 ag – agonists of human mu-delta opioid receptor heterodimerization | P35372+P41143 | cells, OPRM1-OPRD1 heterodimerization, luminescence | activation, % at 9.3 µM | actives 0.3% (n = 340,000); in the data active means activation above about 18%;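 further: 0% = vehicle-treated cells and 100% = reference agonist; values of inactives mirror those of a sister screen read the other way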
V-ATPase pHluor – yeast V-ATPase proton transport regulation by pHLuorin; S. cerevisiae, pHLuorin cytosolic pH fluorescence; response, % at 10 µM; actives 0.37% (n = 350,000); in the data active means response mostly above about 7.3%, no sharp cut-off; inactive means mostly below about 5.4%; further: actives read high; inactives centre near 0; some compounds called inactive have numbers as strong as hits; reference of the scale not given here
HTR5A inv ctr – counter-screen for OPRM1-OPRD1 inverse agonists: human HTR5A inverse agonism; HTR5A cell line, luminescence; P47898; inhibition, % at 9.3 µM; actives 0.083% (n = 340,000); in the data active means inhibition mostly above about 23%, no sharp cut-off; inactive means mostly below about 18%;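 further: 0% = cells with DMSO and 100% = no-cell wells with DMSO; some compounds called inactive have numbers as strong as hits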
Starred values were filed as active, the others as inactive. Compounds were not picked by outcome (roughly 2.4% active in at least one column).

How did Cc1ccnc(NS(=O)(=O)c2ccc(NS(=O)(=O)c3cccs3)cc2)n1 do in these assays?
Arrestin-AP2 inh: 3; PKA-R1A act: 4; HTR5A ag: 2; DAGLB inhibitor: 1; PKA-R2B activ: -10; Pemphigus Ab inh: 93; MOR-DOR inv ag: 1; OPRM1-OPRD1 ag: -0.3; V-ATPase pHluor: 4; HTR5A inv ctr: 23

How did O=C1C(SCCO)=C(SCCO)C(=O)c2ccccc21 do in these assays?
Arrestin-AP2 inh: 26; PKA-R1A act: 1; HTR5A ag: -10; DAGLB inhibitor: -8; PKA-R2B activ: 5; Pemphigus Ab inh: 92; MOR-DOR inv ag: -7; OPRM1-OPRD1 ag: 1.4; V-ATPase pHluor: -1; HTR5A inv ctr: 41*

What do the screens show for `Cc1c2c(n3c(nc4ccccc43)c1C#N)N(CCCN(C)C)CC2`?
Arrestin-AP2 inh: 10; PKA-R1A act: -3; HTR5A ag: -1; DAGLB inhibitor: 0; PKA-R2B activ: -1; Pemphigus Ab inh: 112; MOR-DOR inv ag: 5; OPRM1-OPRD1 ag: -0.9; V-ATPase pHluor: -63; HTR5A inv ctr: 4

Results for Nc1nnc(SCCCC(=O)c2ccc(Br)cc2)s1 ?
PKA-R1A act: -10; HTR5A ag: -1; DAGLB inhibitor: -1; PKA-R2B activ: -5; Pemphigus Ab inh: 85; MOR-DOR inv ag: 10; OPRM1-OPRD1 ag: -2.0; V-ATPase pHluor: 1; HTR5A inv ctr: 9

What do the screens show for `O=C(Nc1ccccc1C(=O)O)c1cc(S(=O)(=O)N2CCCCC2)cs1`?
Arrestin-AP2 inh: -8; PKA-R1A act: 1; HTR5A ag: 0; DAGLB inhibitor: 8; PKA-R2B activ: -6; Pemphigus Ab inh: 97; MOR-DOR inv ag: 10; OPRM1-OPRD1 ag: -2.0; V-ATPase pHluor: 1; HTR5A inv ctr: 0

How did CS(=O)(=O)c1ccc([C@@H](O)[C@@H](CO)NC(=O)C(Cl)Cl)cc1 do in these assays?
Arrestin-AP2 inh: 22; PKA-R1A act: -9; HTR5A ag: 4; DAGLB inhibitor: 3; PKA-R2B activ: -3; MOR-DOR inv ag: 14; OPRM1-OPRD1 ag: -2.6; V-ATPase pHluor: -8; HTR5A inv ctr: -15

How did O=[N+]([O-])c1ccc(N2CCN(C(=S)Nc3ccc(F)cc3F)CC2)cc1 do in these assays?
Arrestin-AP2 inh: 11; PKA-R1A act: 9; HTR5A ag: 2; DAGLB inhibitor: 3; PKA-R2B activ: 6; Pemphigus Ab inh: 102; MOR-DOR inv ag: 10; OPRM1-OPRD1 ag: -2.0; V-ATPase pHluor: 4; HTR5A inv ctr: 11

Results for Cc1cc(/C=N/n2cnnc2)c(C)n1-c1ccc(C(=O)O)cc1 ?
Arrestin-AP2 inh: -4; PKA-R1A act: 0; HTR5A ag: 5; DAGLB inhibitor: 1; PKA-R2B activ: 4; Pemphigus Ab inh: 102; MOR-DOR inv ag: -8; OPRM1-OPRD1 ag: 1.8; V-ATPase pHluor: 3; HTR5A inv ctr: -25

Results for Cc1ccc(-c2nc3ncccc3o2)cc1NC(=O)Cc1ccc(Cl)cc1 ?
Arrestin-AP2 inh: 5; PKA-R1A act: 0; HTR5A ag: 4; DAGLB inhibitor: 1; PKA-R2B activ: 5; Pemphigus Ab inh: 93; MOR-DOR inv ag: 9; OPRM1-OPRD1 ag: -1.5; V-ATPase pHluor: -4; HTR5A inv ctr: 9

How did CC(=O)Nc1ccc(OC(=O)c2ccco2)cc1 do in these assays?
Arrestin-AP2 inh: 23; PKA-R1A act: -6; HTR5A ag: -2; DAGLB inhibitor: 2; PKA-R2B activ: 0; Pemphigus Ab inh: 104; MOR-DOR inv ag: 8; OPRM1-OPRD1 ag: -1.5; V-ATPase pHluor: -1; HTR5A inv ctr: -9

How did Cc1c(C)n(Cc2ccc(F)cc2)c2ccc(C(=O)NCCN3CCOCC3)cc12 do in these assays?
Arrestin-AP2 inh: -8; PKA-R1A act: -1; HTR5A ag: 1; DAGLB inhibitor: -1; PKA-R2B activ: -5; Pemphigus Ab inh: 105; MOR-DOR inv ag: 12; OPRM1-OPRD1 ag: -2.4; V-ATPase pHluor: -2; HTR5A inv ctr: 4

What do the screens show for `COc1cc(C(=O)N2CCN(c3cccc(C)c3C)CC2)ccc1OCC(=O)N1CCOCC1`?
Arrestin-AP2 inh: -5; PKA-R1A act: -4; HTR5A ag: -6; DAGLB inhibitor: 2; PKA-R2B activ: -1; MOR-DOR inv ag: 9; OPRM1-OPRD1 ag: -2.2; V-ATPase pHluor: 2; HTR5A inv ctr: 15

What do the screens show for `CCOCCCNC(=O)c1ccc(CN2CCc3ccccc3C2)cc1`?
PKA-R1A act: 1; DAGLB inhibitor: 2; PKA-R2B activ: -4; Pemphigus Ab inh: 95; V-ATPase pHluor: 0

Results for O=C(Nc1ccc(F)cc1)N1CCN(CCc2ccccc2)CC1 ?
Arrestin-AP2 inh: 38; PKA-R1A act: -11; HTR5A ag: 2; DAGLB inhibitor: -1; PKA-R2B activ: -5; Pemphigus Ab inh: 95; MOR-DOR inv ag: 11; OPRM1-OPRD1 ag: -2.2; V-ATPase pHluor: 0; HTR5A inv ctr: -4

Results for COc1ccc(CCNS(=O)(=O)c2cccc(F)c2)cc1OC ?
Arrestin-AP2 inh: -2; PKA-R1A act: -10; HTR5A ag: 4; DAGLB inhibitor: -2; PKA-R2B activ: 4; Pemphigus Ab inh: 98; MOR-DOR inv ag: -3; OPRM1-OPRD1 ag: 0.5; V-ATPase pHluor: -1; HTR5A inv ctr: 7

What do the screens show for `CCOc1ccc(C(=O)CCN2CCCCC2)cc1`?
Arrestin-AP2 inh: -1; PKA-R1A act: -6; HTR5A ag: -12; DAGLB inhibitor: 2; PKA-R2B activ: 0; Pemphigus Ab inh: 106; MOR-DOR inv ag: 8; OPRM1-OPRD1 ag: -1.7; V-ATPase pHluor: 1; HTR5A inv ctr: 28

How did Cc1ccccc1C(=O)NC1CCCN(Cc2ccccc2F)C1 (configuration not stated) do in these assays?
Arrestin-AP2 inh: 13; PKA-R1A act: -13; HTR5A ag: 0; DAGLB inhibitor: 0; PKA-R2B activ: -5; Pemphigus Ab inh: 112; MOR-DOR inv ag: -4; OPRM1-OPRD1 ag: 0.8; V-ATPase pHluor: -8; HTR5A inv ctr: -2

Results for Cc1ccc(S(=O)(=O)N2CCC(=O)N(CCOC(=O)Nc3ccccc3C)CC2)cc1 ?
Arrestin-AP2 inh: 2; PKA-R1A act: -6; HTR5A ag: 4; DAGLB inhibitor: -2; PKA-R2B activ: -18; Pemphigus Ab inh: 102; MOR-DOR inv ag: 13; OPRM1-OPRD1 ag: -2.3; V-ATPase pHluor: 0; HTR5A inv ctr: -12

What do the screens show for `O=C(NCCC1=CCCCC1)C1CCCN(S(=O)(=O)c2cnc[nH]2)C1` (configuration not stated)?
Arrestin-AP2 inh: -3; PKA-R1A act: 7; HTR5A ag: 3; DAGLB inhibitor: 0; PKA-R2B activ: 5; Pemphigus Ab inh: 105; MOR-DOR inv ag: 11; OPRM1-OPRD1 ag: -2.2; V-ATPase pHluor: 1; HTR5A inv ctr: -10

Results for Cn1c(SCC(=O)Nc2ccc(N3CCOCC3)cc2)nnc1-c1ccccc1 ?
Arrestin-AP2 inh: 6; PKA-R1A act: -22; HTR5A ag: 4; DAGLB inhibitor: 0; PKA-R2B activ: -1; Pemphigus Ab inh: 98; MOR-DOR inv ag: 5; OPRM1-OPRD1 ag: -0.9; V-ATPase pHluor: 2; HTR5A inv ctr: -15

Quoted at random: 2 entries already listed
What do the screens show for `O=C(Nc1ccccc1C(=O)O)c1cc(S(=O)(=O)N2CCCCC2)cs1`?
Arrestin-AP2 inh: -8; PKA-R1A act: 1; HTR5A ag: 0; DAGLB inhibitor: 8; PKA-R2B activ: -6; Pemphigus Ab inh: 97; MOR-DOR inv ag: 10; OPRM1-OPRD1 ag: -2.0; V-ATPase pHluor: 1; HTR5A inv ctr: 0

What do the screens show for `CCOc1ccc(C(=O)CCN2CCCCC2)cc1`?
Arrestin-AP2 inh: -1; PKA-R1A act: -6; HTR5A ag: -12; DAGLB inhibitor: 2; PKA-R2B activ: 0; Pemphigus Ab inh: 106; MOR-DOR inv ag: 8; OPRM1-OPRD1 ag: -1.7; V-ATPase pHluor: 1; HTR5A inv ctr: 28

(more compounds)
What do the screens show for `Cc1cccc(Cc2cnc(NC(=O)c3ccc(C)o3)s2)c1`?
Arrestin-AP2 inh: 4; PKA-R1A act: -5; HTR5A ag: -4; DAGLB inhibitor: -2; PKA-R2B activ: -20; Pemphigus Ab inh: 109; MOR-DOR inv ag: -1; OPRM1-OPRD1 ag: 0.1; V-ATPase pHluor: 1; HTR5A inv ctr: 13

How did O=C(NCc1ccccn1)c1ccc(OC2CCN(Cc3ccccc3)CC2)cc1 do in these assays?
Arrestin-AP2 inh: 4; PKA-R1A act: -10; HTR5A ag: 2; DAGLB inhibitor: 4; PKA-R2B activ: -5; Pemphigus Ab inh: 103; MOR-DOR inv ag: 8; OPRM1-OPRD1 ag: -1.1; V-ATPase pHluor: -2; HTR5A inv ctr: -7

How did Cc1ccc(-c2csc3nnc(SCC(=O)Nc4nsc(-c5ccccc5)n4)n23)cc1 do in these assays?
Arrestin-AP2 inh: 10; PKA-R1A act: -5; HTR5A ag: -1; DAGLB inhibitor: 0; PKA-R2B activ: -12; Pemphigus Ab inh: 100; MOR-DOR inv ag: -6; OPRM1-OPRD1 ag: 1.2; V-ATPase pHluor: -4; HTR5A inv ctr: 1

How did CN1CCN(S(=O)(=O)c2ccc(N3CCN(c4ccccc4O)CC3)c([N+](=O)[O-])c2)CC1 do in these assays?
Arrestin-AP2 inh: 30; PKA-R1A act: 4; HTR5A ag: 1; DAGLB inhibitor: 5; PKA-R2B activ: -12; Pemphigus Ab inh: 108; MOR-DOR inv ag: -17; OPRM1-OPRD1 ag: 2.6; V-ATPase pHluor: 8; HTR5A inv ctr: -4

How did Cc1ccc([N+](=O)[O-])c(C(=O)N/N=C/c2cccs2)c1 do in these assays?
Arrestin-AP2 inh: 22; PKA-R1A act: 2; HTR5A ag: -4; DAGLB inhibitor: -1; PKA-R2B activ: -3; Pemphigus Ab inh: 122; MOR-DOR inv ag: 3; OPRM1-OPRD1 ag: -0.6; V-ATPase pHluor: -2; HTR5A inv ctr: 35

How did CN(C)Cc1c(O)ccc2occ(C(=O)c3ccc(F)cc3)c12 do in these assays?
Arrestin-AP2 inh: 2; PKA-R1A act: 8; HTR5A ag: 0; DAGLB inhibitor: -1; PKA-R2B activ: 8; Pemphigus Ab inh: 104; MOR-DOR inv ag: 2; OPRM1-OPRD1 ag: -0.5; V-ATPase pHluor: -4; HTR5A inv ctr: -1
